sdo1 growth – sdo1-depleted yeast growth rescue | S. cerevisiae sdo1-depleted JHY4D growth rescue, OD600 30 h; hits give high values; pdr5 snq2 efflux-pump mutant strain | z-score at 10 µM | 140,000 compounds, 0.21% hits | AID 817;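 active = z-score above 3 at both the 24 hr and the 30 hr optical density reads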;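 note: z-score against mean and SD of all compound wells on the same plate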
Insulin prom inh – TRM-6 insulin promoter activity inhibition; 130,000 compounds, 0.9% hits; TRM-6 cells (human fetal islet line), insulin promoter-eGFP reporter, imaging; reporter expression induced with tamoxifen; inhibition, % at 2 µM; AID 1273;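 active = inhibition above the mean plus 3 SD, with well images judged a real hit on visual review, cut at about 60% in these data, passing the limit was not always enough; inconclusive = inhibition over the cutoff but images rejected on review; inactive = inhibition not above the cutoff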
sdo1 growth Rescue 24 h – recorded beside sdo1 growth, whose call it bears; z-score; S. cerevisiae sdo1-depleted JHY4D growth rescue, OD600; measured here: growth rescue at 24 h;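 0 is the plate mean of compound wells and units are plate SD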
* marks the source's active call; other numbers are inactive results; ? = inconclusive; . = no result given. A portion of the library; the hit share may differ from the screen's.

Value order: sdo1 growth | sdo1 growth Rescue 24 h | Insulin prom inh
COc1cccc(-c2nc(CS(=O)(=O)CC(=O)Nc3cccc(C)c3C)c(C)o2)c1
    0.2 | 0.58 | .
Cc1nc(-c2ccccc2)nc2[nH]ccc(=O)c12
    -0.15 | -0.22 | 10
COC(=O)Cc1ccc(N(Cc2ccccc2F)S(=O)(=O)c2ccc(Cl)cc2)cc1
    -0.88 | -0.1 | 57
Cc1ccc(CNC(=O)CCCOc2cc(=O)n(C)c3ccccc23)o1
    -0.4 | -0.19 | .
CC(NC(=O)C1CC=CCC1C(=O)O)C1CC2CCC1C2 (stereo not drawn)
    -0.3 | -0.54 | -51
CCN(CC)c1c([N+](=O)[O-])c(=O)n(C)c2ccccc12
    . | . | 50
Nc1ccccc1C(=O)N/N=C1\C2CN3CCN(C2)CC1(c1ccccc1)C3
    0.45 | -0.88 | 7
Cc1ccc(SCCN2C(=O)NC(C)(C)C2=O)cc1
    1.2 | 0.38 | 29
CCn1c(SCC(=O)N2CCCC2)nc2c1c(=O)n(C)c(=O)n2C
    1.4 | 1.5 | .
COc1ccc(NC(=S)NNC(=O)c2ccccc2OC(F)F)cc1
    0.65 | 0.17 | 3
S=c1[nH]nc(-c2ccc(Cl)cc2Cl)n1Cc1ccccc1
    -0.43 | 0.85 | 29
CCOC(=O)c1c(-c2ccc(OC)cc2)csc1NC(=O)CNCc1ccco1
    -0.98 | -1.2 | .
c1ccc2c(c1)CCN(c1nc3cc4c(cc3s1)OCCO4)C2
    -2 | -0.95 | .
CCN(CC)C(=O)C1CC(=O)OC12CCCCC2 (stereo not drawn)
    0.54 | 0.74 | -8
CC(=O)Oc1ccc2ccccc2c1C(NC(=O)Cc1ccccc1)c1ccccc1Cl (stereo not drawn)
    -1.2 | -0.58 | -46
CCc1ccc2[nH]c(=O)c(CN(Cc3ccccc3)C(=O)Nc3ccccc3OC)cc2c1
    -2 | -1 | 30
O=C(CCC(=O)c1cccs1)OCC(=O)N1CCN(S(=O)(=O)c2ccccc2)CC1
    -1.1 | -0.12 | .
Nc1ncnc(Nc2ccc(F)cc2)n1
    0.23 | -0.01 | -36
CC1CCCCN1S(=O)(=O)c1ccc(C(=O)Nc2ccccc2-c2nc3ccccc3[nH]2)cc1 (stereo not drawn)
    -0.05 | -0.02 | -7
CCCCC(=O)N/N=C/c1ccc(N2CCOCC2)c([N+](=O)[O-])c1
    -0.13 | -0.05 | 38

Given field by field: 4 of the compounds above.
smiles: CCOC(=O)c1c(-c2ccc(OC)cc2)csc1NC(=O)CNCc1ccco1
  sdo1 growth: -0.98; sdo1 growth Rescue 24 h: -1.2; Insulin prom inh: .

smiles: c1ccc2c(c1)CCN(c1nc3cc4c(cc3s1)OCCO4)C2
  sdo1 growth: -2; sdo1 growth Rescue 24 h: -0.95; Insulin prom inh: .

smiles: CCN(CC)C(=O)C1CC(=O)OC12CCCCC2 (stereo not drawn)
  sdo1 growth: 0.54; sdo1 growth Rescue 24 h: 0.74; Insulin prom inh: -8

smiles: CC(=O)Oc1ccc2ccccc2c1C(NC(=O)Cc1ccccc1)c1ccccc1Cl (stereo not drawn)
  sdo1 growth: -1.2; sdo1 growth Rescue 24 h: -0.58; Insulin prom inh: -46

Some values from the results shown:
CCCCC(=O)N/N=C/c1ccc(N2CCOCC2)c([N+](=O)[O-])c1 | Insulin prom inh: 38
S=c1[nH]nc(-c2ccc(Cl)cc2Cl)n1Cc1ccccc1 | Insulin prom inh: 29
O=C(CCC(=O)c1cccs1)OCC(=O)N1CCN(S(=O)(=O)c2ccccc2)CC1 | sdo1 growth: -1.1
CCN(CC)C(=O)C1CC(=O)OC12CCCCC2 (stereo not drawn) | sdo1 growth Rescue 24 h: 0.74
CCc1ccc2[nH]c(=O)c(CN(Cc3ccccc3)C(=O)Nc3ccccc3OC)cc2c1 | sdo1 growth Rescue 24 h: -1
CC1CCCCN1S(=O)(=O)c1ccc(C(=O)Nc2ccccc2-c2nc3ccccc3[nH]2)cc1 (stereo not drawn) | sdo1 growth: -0.05
c1ccc2c(c1)CCN(c1nc3cc4c(cc3s1)OCCO4)C2 | sdo1 growth Rescue 24 h: -0.95

Continued.
Value order: sdo1 growth | sdo1 growth Rescue 24 h | Insulin prom inh
O=C(O)c1ccccc1-c1ccccc1C(=O)Nc1cccc2ccccc12
    1.2 | 1.2 | .
COc1ccc(OC)c2[nH]c(=O)c(CCNC(=O)C3CCCCC3)cc12
    0.06 | -0.23 | ?
O=C(c1ccc(Cn2c(=S)[nH]c3ccc(Br)cc3c2=O)cc1)N1CCN(C2CCCCC2)CC1
    . | . | 12
CCN(CC)S(=O)(=O)c1ccc(NC(=O)COC(=O)CCc2cc(OC)c(OC)c(OC)c2)cc1
    0.69 | 0.78 | .
CCCCCCn1c(C(C)NC(=O)c2ccco2)nc2ccccc21 (stereo not drawn)
    -2 | -1.9 | -15
COC(=O)c1cnn(-c2cc(Oc3cccc(C)c3)ncn2)c1N
    1.3 | 1.4 | 32
O=C(COC(=O)CCc1c[nH]c2ccccc12)Nc1ccc([N+](=O)[O-])cc1
    -0.67 | -0.22 | .
CCN1CCN(c2cc(C)c3cc(NC(=O)c4cccnc4Cl)ccc3n2)CC1
    0.55 | 0.3 | 4
Cc1csc(NC(=O)c2c(-c3c(Cl)cccc3Cl)noc2C)n1
    -0.54 | 0.02 | -50
COCCCn1cnnc1SCC(=O)Nc1ccc(S(=O)(=O)N2CCCC2)cc1
    0.33 | -0.26 | 13
CCCn1c2c(c(O)c(C(=O)Nc3nc4ccccc4s3)c1=O)CCCC2
    . | . | -5
COc1ccc(N2C(=O)CC(N(Cc3ccc(S(N)(=O)=O)cc3)C(C)=O)C2=O)cc1 (stereo not drawn)
    1.7 | 2 | -38
COc1ccc2ccccc2c1CNCc1ccccn1
    1.3 | 1.2 | 11
Cc1ccc(Nc2nc(-c3sc(NC(=O)c4ccco4)nc3C)cs2)cc1
    -2.1 | -1.6 | -5
CC(NC(=O)CCSc1nc(-c2ccc3c(c2)OCO3)cc(C(F)(F)F)n1)c1ccccc1 (stereo not drawn)
    -2.2 | -0.76 | -43
Cc1cc(C)nc(-n2nc(C)c3c(C)c(C)c(C)nc32)n1
    -0.07 | -0.55 | 0
O=C(Nc1nc2c(s1)CCCC2)c1ccc(S(=O)(=O)N2CCCc3ccccc32)cc1
    -0.36 | -0.64 | 35
O=C(NCN1CCN(c2ccccc2F)CC1)c1ccccc1
    1.2 | 0.55 | 27
O=C(NCc1ccco1)c1ccccc1NS(=O)(=O)c1ccc(Cl)s1
    -1.1 | -0.61 | -65
COc1ccc(-n2c(N)c(C(=O)NCc3ccco3)c3nc4ccccc4nc32)cc1
    -1.6 | -1.3 | 33
O=C1C(=O)N(Cc2cccnc2)C(c2ccccn2)/C1=C(/O)c1ccc(F)cc1 (stereo not drawn)
    0.76 | 0.65 | .
O=C(CCN1CCN(C(=O)c2ccco2)CC1)Nc1ccc(F)cc1
    0.97 | 0.2 | 29
O=C(CCc1nc(-c2ccccc2F)no1)NCc1ccco1
    0.16 | -0.47 | 47
CNC(=O)CSc1nnc(-c2ccco2)n1-c1ccc(C)cc1
    0.83 | -0.01 | -38
O=S(=O)(NCc1ccccc1)c1cccc(S(=O)(=O)N2CCOCC2)c1
    -0.56 | -1.2 | 50
Cc1ccccc1Cn1nc(C)c(NC(=O)c2cc3n(n2)C(C(F)F)CC(C(F)F)N3)c1C (stereo not drawn)
    -0.2 | -1.1 | 5
O=C(NCc1cccc(C(F)(F)F)c1)c1cccc(S(=O)(=O)NCc2ccccc2)c1
    -0.36 | 0.94 | -3
CC(C)[C@@H]1NC(=O)N(c2ccc(Oc3ccccc3)cc2)C1=O
    -0.19 | -0.75 | 36
O=C(Nc1ccccc1C(=O)N1CCN(Cc2ccccc2)CC1)c1ccccn1
    -0.59 | -0.92 | .
CCOC(=O)NC(=O)C(=CNc1cccc(OC)c1)C(=O)NC(=O)OCC
    0.55 | 0.26 | -10
CN(CC(=O)Nc1ccc(F)cc1)CC(=O)Nc1ccc(F)c(F)c1F
    . | . | 50
CCOC(=O)CNC(=O)c1cccs1
    1.1 | 0.72 | 14
COc1ccccc1C(=O)NC(C)c1nc2ccccc2[nH]1 (stereo not drawn)
    0.05 | -0.39 | .
CN(CCc1ccccn1)C1CC(=O)N(c2ccc(Cl)cc2)C1=O (stereo not drawn)
    -0.92 | -1.4 | .
Cn1cnnc1SCC(=O)Nc1ccc2c(c1)CCC2
    -0.24 | -1.2 | -46
C=CCN(CC=C)S(=O)(=O)c1ccc2nsnc2c1
    0.73 | 1.1 | -18
CC(=O)OCC1O[C@@H](O[C@@H]2C[C@H]3C(C)(C)[C@H](OC(C)=O)CC[C@]3(C)[C@H]3CC[C@]45C[C@]4(CC[C@H]5[C@@H](C)C[C@@H](O)[C@H](O)C(C)(C)O)[C@@]32C)[C@H](O)[C@@H](O)[C@@H]1O (stereo partly drawn)
    0.46 | 0.68 | 0
CCC/C(=N\NC(=O)c1ccc(CSc2nncn2C)cc1)c1ccccc1
    -0.92 | -1.3 | 3
COC(=O)c1ccc(NC(=O)COC(=O)c2cccc3c(=O)c(C)c(-c4ccccc4)oc23)cc1
    -0.28 | 0.11 | .
O=C1OCc2cc(NC(=O)C3CCCCC3)ccc21
    0.46 | -0.12 | -27

Exported with values ahead of the structure: part of the list above
sdo1 growth | sdo1 growth Rescue 24 h | Insulin prom inh | smiles
0.46 | 0.68 | 0 | CC(=O)OCC1O[C@@H](O[C@@H]2C[C@H]3C(C)(C)[C@H](OC(C)=O)CC[C@]3(C)[C@H]3CC[C@]45C[C@]4(CC[C@H]5[C@@H](C)C[C@@H](O)[C@H](O)C(C)(C)O)[C@@]32C)[C@H](O)[C@@H](O)[C@@H]1O (stereo partly drawn)
-0.92 | -1.3 | 3 | CCC/C(=N\NC(=O)c1ccc(CSc2nncn2C)cc1)c1ccccc1

High-throughput results from PubChem.
